GPT2 inhibitor – Primary qHTS assay for inhibitors of Glutamate pyruvate transaminase 2 (GPT2). Alanine aminotransferase 2 (Homo sapiens), Q8TD30. Recombinant GPT2, coupled pyruvate oxidase/HRP Amplex Red fluorescence. Potency, µM (top dose mostly 57.7 µM), inactives show at the top dose activity change, negative = inhibition, usual class: inhibitors. actives 0.25% (n = 100,000); also: potency is read from the fitted curve at half-maximal effect; nearly all actives have a fitted effect of over 60% in size; many of its hits are not listed in these tables
Target sequence (Q8TD30 whole entry, looked up): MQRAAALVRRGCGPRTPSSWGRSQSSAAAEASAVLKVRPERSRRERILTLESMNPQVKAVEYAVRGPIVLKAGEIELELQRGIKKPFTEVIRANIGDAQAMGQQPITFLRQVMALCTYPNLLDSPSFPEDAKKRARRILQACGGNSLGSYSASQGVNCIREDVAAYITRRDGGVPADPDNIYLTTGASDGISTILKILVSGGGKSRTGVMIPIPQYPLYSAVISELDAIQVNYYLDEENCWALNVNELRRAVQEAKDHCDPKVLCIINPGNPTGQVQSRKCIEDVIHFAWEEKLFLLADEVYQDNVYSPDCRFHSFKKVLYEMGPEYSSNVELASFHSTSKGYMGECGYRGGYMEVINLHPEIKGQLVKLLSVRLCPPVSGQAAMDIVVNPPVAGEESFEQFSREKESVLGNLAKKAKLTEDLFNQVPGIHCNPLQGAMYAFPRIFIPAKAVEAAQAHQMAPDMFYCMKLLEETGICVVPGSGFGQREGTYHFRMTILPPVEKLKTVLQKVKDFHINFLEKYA
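Recombinant GPT2 (10ng/uL) with 250uM a-KG and 2mM L-alanine, 30 min at room temperature, in HEPES pH 7.5 buffer. Pyruvate detected by pyruvate oxidase/HRP/Amplex Red fluorescence after 30 min in the dark; AOA (50uM) as positive control.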
HEK293 tox – Cytotoxic Profiling in HEK 293 Cell Line of Diverse Libraries Using Quantitative High-Throughput Screening; Potency, µM (doses to about 115 µM), for the others: at the highest dose activity change, negative = cytotoxicity, most hits filed as inhibitors; AID 1345083, 2018; actives 6.6% (n = 94,000); HEK 293 viability, ATP luminescence (CellTiter-Glo), 48-72 h; also: potency is read from the fitted curve at half-maximal effect; nearly all actives have a fitted effect of over 60% in size
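ATP-coupled CellTiter-Glo luminescence served as viability read-out, recorded 10 min after reagent addition at room temperature. HEK 293 cells, 250 cells/well, had been incubated with pintool-transferred compound for 48 or 72 hr at 37 degree Celsius.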
FLuc inh – Firefly luciferase inhibition profiling of diverse chemical library using quantitative high-throughput screening | purified P. pyralis luciferase, luminescence, biochemical | Potency, µM (doses to about 115 µM), for inactives: top-dose activity change, negative = inhibition, hits mostly inhibitors | actives 2.5% (n = 76,000); also: potency is read from the fitted curve at half-maximal effect; nearly all actives have a fitted effect of over 65% in size
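Inhibitors were tested against purified firefly luciferase in a biochemical, low-substrate format (both substrates at 10uM) and luminescence measured with a CCD imager.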
HEK293 viab – GF-AFC viability counterscreen for inhibitors of alpha-synuclein gene (SNCA) expression; HEK-293-SNCA-luc viability, GF-AFC fluorescence, 24 h; Potency, µM (highest dose often 57.1 µM), inactives show at the top dose activity change, negative = cytotoxicity, actives largely listed as cytotoxic; actives 0.12% (n = 150,000); AID 1671193, 2021;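 also: potency is read from the fitted curve at half-maximal effect; 0% = DMSO-treated cells and -100% = medium-only wells without cells; nearly all actives have a fitted effect of over 30% in size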
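HEK-293-SNCA-luc cells (1500/well) plated 24 h, then exposed 24 h to a dilution series; GF-AFC added 30 min at 37C, fluorescence 405/540 nm; normalised to medium-only and DMSO wells, Hill fit.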
3T3 cytotox – Cytotoxic Profiling in NIH 3T3 Cell Line of Diverse Libraries Using Quantitative High-Throughput Screening; actives 4.3% (n = 94,000); NIH 3T3 viability, CellTiter-Glo ATP luminescence, 48-72 h; Potency, µM (doses to about 96.7 µM), for the others: at the highest dose activity change, negative = cytotoxicity, most hits filed as inhibitors; also: potency is read from the fitted curve at half-maximal effect; nearly all actives have a fitted effect of over 55% in size
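ATP-dependent luminescence (CellTiter-Glo) served as the viability signal for NIH 3T3 cells treated with compound for 48 or 72 hr at 37 °C.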
SNCA expr inh – Primary qHTS assay for inhibitors of alpha-synuclein gene (SNCA) expression | AID 1671194, 2021 | actives 0.17% (n = 140,000) | HEK-293 SNCA-luciferase knock-in, luminescence, 24 h | Potency, µM (series often up to 57.2 µM), for inactives: at the highest dose activity change, negative = inhibition, most hits filed as inhibitors;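 also: potency is read from the fitted curve at half-maximal effect; plate controls were DMSO cells for no effect and cell-free wells for full effect; nearly all actives have a fitted effect of over 45% in size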
IP6K1 inh – Primary qHTS assay for small molecule inhibitors of Inositol hexaphosphate kinase 1 (IP6K1); Inositol hexakisphosphate kinase 1 (Homo sapiens), Q92551; IP6K1 kinase, ADP-Glo luminescence, 2 h; active compounds read low; activity change, % (series mostly up to about 58 µM); actives 0.81% (n = 140,000); AID 1645851, 2021; in the data active = activity change below about -25%
Target sequence (Q92551 whole entry, looked up): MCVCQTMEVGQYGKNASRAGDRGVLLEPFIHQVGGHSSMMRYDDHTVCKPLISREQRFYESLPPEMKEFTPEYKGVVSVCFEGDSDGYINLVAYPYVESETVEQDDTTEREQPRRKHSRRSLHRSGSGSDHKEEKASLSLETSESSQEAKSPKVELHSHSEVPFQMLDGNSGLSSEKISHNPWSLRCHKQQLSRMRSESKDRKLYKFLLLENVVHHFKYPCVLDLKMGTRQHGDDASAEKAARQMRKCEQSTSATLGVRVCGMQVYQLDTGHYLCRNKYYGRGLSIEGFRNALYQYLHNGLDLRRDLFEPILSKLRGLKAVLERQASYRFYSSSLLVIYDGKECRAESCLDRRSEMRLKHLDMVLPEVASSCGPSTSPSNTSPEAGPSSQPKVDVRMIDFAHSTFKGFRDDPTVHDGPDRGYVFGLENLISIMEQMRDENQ
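ADP-Glo luminescence measures ADP made by human IP6K1 during a 2 h RT reaction with ATP/IP6 (mix at 1.3 mM/130 uM); top library doses 57.5 and 19.1 uM final.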
Numbers without * were called inactive; i = inactive; ? = inconclusive; . = no result given; [ ] = another dose, or the depositor's remark. Unless noted, calls follow the shape of the dose curve; as a rule, active = well fitted curve in the direction sought with a large enough effect; inconclusive = small, poorly fitted or top-dose-only effect, or another doubt; inactive = no such curve, though single readings can be large; an effect the other way counts as inactive or inconclusive. Unless noted, % is scaled to controls: 0 for no effect and ±100 for the full control effect. These rows are one share of the data. The share of hits here may be higher or lower than overall.

compound | GPT2 inhibitor | HEK293 tox | FLuc inh | HEK293 viab | 3T3 cytotox | SNCA expr inh | IP6K1 inh
O=C([C@@H]1C[C@H](F)CN1S(=O)(=O)Cc1ccccc1Cl)N1CCCCC1 | i | -13.0% | -1.8% | -19.2% | -24.3% | -25.9% | 5.9
CN(C)c1cc(N2CCCC(NC(=O)c3ccncc3)C2)ncn1 (centres undefined) | i | -7.2% | -6.3% | -3.3% | 0.2% | -15.8% | 4.6
CCC(=O)N1CCc2c(C(=O)N3CCN(c4ccccc4Cl)CC3)cccc21 | 4.0% | -29.9% | 15.1% | 9.5% | 1.9% | -8.4% | -18.8
CCN(CC)C(=O)c1ccccc1NC(=O)c1cccc(S(=O)(=O)N2CCC(C)CC2)c1 | . | . | . | -6.7% | . | 4.3% | 12.4
Cc1ccsc1C(=O)N1CC(Oc2ccc(-c3nc(-c4ccccc4)no3)cc2)C1 | 1.0% | -2.8% | ? | 3.0% | i | 3.2% | 4.4
Cc1nonc1Cc1nc(C2CCOCC2)nn1CC1COCCO1 (centres undefined) | i | 1.7% | -5.4% | -5.6% | 3.1% | -10.6% | 7.8
CC#CCn1cc2c3c(cccc31)[C@H](CC(C)C)N[C@H](C(=O)NCc1ccco1)C2 | ? | ? | -5.2%[172 µM] | -14.1%[87.6 µM] | 89.1µM* | -24.1%[87.6 µM] | -15.7
CCOC(=O)c1ccc(NC(=O)c2c(OCC)cc(=O)n3c2CCCC3)cc1 | 4.3% | -6.8% | 0.0% | 9.4% | -20.9% | 12.2% | -4.1
CC(C(=O)N1CC(c2noc(COc3ccccc3)n2)C1)c1ccccc1 (centres undefined) | i | ? | . | -21.9% | ? | 7.9% | -2.8
CC1=Nc2cc(C(=O)NCc3ccccc3Cl)ccc2Sc2c(C)ccc(C)c21 | . | . | . | -2.1% | . | -21.9% | -7.2
Cc1ccc(C(=O)N2CCn3c(nnc3C3CCNCC3)C2)cc1 | i | i | . | 3.3% | i | 14.5% | 0.2
COCCNC(=O)[C@H]1C[C@H](Oc2ccccc2)CN1C(=O)c1n[nH]c2ccccc12 | i | 2.2% | -0.3% | -4.4% | 2.6% | 6.4% | 10.4
COc1ccccc1CN1CCCc2nc(C)nc(-c3ccc(O)cc3)c2C1 | i | -33.4% | -4.5% | 0.0% | ? | -1.8% | -2.8
Cc1cn2c(=O)cc(COc3ccc(C(C)(C)C)cc3)nc2s1 | . | . | . | 2.5% | . | 20.8% | -11.4
Cc1cccc(Cn2c(-c3ccccc3)nc3ccccc32)c1 | . | . | . | -1.1% | . | 9.5% | -19.2
O=C(Cc1ccc(Cl)cc1)N[C@H]1[C@H](O)[C@H](O)C[C@@H]1c1ccc(C(F)(F)F)cc1 | -18.7%[88.5 µM] | ? | -10.6%[172 µM] | -17.5%[87.6 µM] | ? | ? | 11.3
COc1ccc(-c2cn(C)c(=O)n3cc(COc4ccccc4)nc23)cn1 | 2.8%[88.5 µM] | -30.5%[172 µM] | -24.4%[172 µM] | -15.5%[87.6 µM] | ? | 1.6%[87.6 µM] | -6.6
Cc1noc(C)c1[S+](=O)([O-])N1CCC2(CC1)CC(=O)Nc1ccccc1O2 | i | ? | -4.7% | 10.9% | -11.5% | 7.2% | 8.1
CC(C)NC(=O)Cc1csc2nc(-c3ccccc3)cn12 | . | . | . | -4.8% | . | -17.0% | 15.0
Cc1nn(-c2ccccc2)c2c1C(C(C)C)N(C1CCN(C(=O)C3CC3)CC1)C2=O (centres undefined) | . | -19.4% | . | . | -27.7% | . | 16.6
COc1ccc(-c2cc(C(=O)NCc3cc(C)on3)c3c(c2)N(C)CCO3)cc1OC | 1.0%[88.5 µM] | ? | -16.5%[172 µM] | -12.4%[87.6 µM] | ? | 10.4%[87.6 µM] | -21.7
CCn1nccc1C(=O)N1CCC(N2C(=O)C(OCC3CC3)C23CCOCC3)CC1 (centres undefined) | -7.2% | -8.5% | -4.1% | 3.4% | -17.0% | 13.3% | 3.6
CCc1ccc(NC(=O)CCCc2nnc3n(CCCOC)c(=O)c4sccc4n23)cc1 | . | . | . | ? | . | 18.5% | 20.8
COc1cccc(-c2nc(-c3c(C)noc3C)cc3[nH]c(C)cc23)c1OC | ? | ? | -15.3%[172 µM] | -21.9%[87.6 µM] | ? | 16.6%[87.6 µM] | 0.0
COc1cccc([S+](=O)([O-])N2CCn3c(nn(-c4ccc(C(F)(F)F)cc4)c3=O)C2)c1 | i | 4.1% | . | -1.9% | -7.7% | 4.2% | 18.4
COCc1cccc(-c2ccc3ncn(-c4ccc(F)cc4F)c(=O)c3n2)c1 | i | -23.2%[172 µM] | -4.7%[172 µM] | 2.7%[87.6 µM] | ? | 11.7%[87.6 µM] | 7.2
Cc1ccc(NS(=O)(=O)c2ccccc2)c(=O)n1CC(=O)N1CCCCC1 | 3.8% | -21.1% | 10.5% | -13.6% | -8.8% | -17.6% | -0.9
COc1ccc(Cl)cc1NC(=O)c1cc2c(s1)-c1ccccc1OC2 | . | . | . | 14.7% | . | 2.5% | -7.2
COc1ccc(OCCn2c(C3CC(=O)N(c4ccc(F)cc4)C3)nc3ccccc32)cc1 (centres undefined) | . | . | . | 7.1% | . | -10.2% | 26.4
COc1ccc(-c2nc(C(C)C)nc3c2CCN(C(C)=O)CC3)cc1 | i | -8.7%[172 µM] | 3.6%[172 µM] | -28.3%[87.6 µM] | -26.6%[138 µM] | 1.8%[87.6 µM] | 5.5

Shown with each value named: four of the compounds above
SMILES: Cc1cccc(Cn2c(-c3ccccc3)nc3ccccc32)c1
  GPT2 inhibitor: . | HEK293 tox: . | FLuc inh: . | HEK293 viab: -1.1% | 3T3 cytotox: . | SNCA expr inh: 9.5% | IP6K1 inh: -19.2
SMILES: O=C(Cc1ccc(Cl)cc1)N[C@H]1[C@H](O)[C@H](O)C[C@@H]1c1ccc(C(F)(F)F)cc1
  GPT2 inhibitor: -18.7%[88.5 µM] | HEK293 tox: ? | FLuc inh: -10.6%[172 µM] | HEK293 viab: -17.5%[87.6 µM] | 3T3 cytotox: ? | SNCA expr inh: ? | IP6K1 inh: 11.3
SMILES: COc1ccc(-c2cn(C)c(=O)n3cc(COc4ccccc4)nc23)cn1
  GPT2 inhibitor: 2.8%[88.5 µM] | HEK293 tox: -30.5%[172 µM] | FLuc inh: -24.4%[172 µM] | HEK293 viab: -15.5%[87.6 µM] | 3T3 cytotox: ? | SNCA expr inh: 1.6%[87.6 µM] | IP6K1 inh: -6.6
SMILES: Cc1noc(C)c1[S+](=O)([O-])N1CCC2(CC1)CC(=O)Nc1ccccc1O2
  GPT2 inhibitor: i | HEK293 tox: ? | FLuc inh: -4.7% | HEK293 viab: 10.9% | 3T3 cytotox: -11.5% | SNCA expr inh: 7.2% | IP6K1 inh: 8.1

The results go on:
Every second line gives: GPT2 inhibitor, HEK293 tox, FLuc inh, HEK293 viab, 3T3 cytotox, SNCA expr inh, IP6K1 inh
N#Cc1ccc(S(=O)(=O)N2CCCCCNC(=O)[C@@H]3CCCC[C@@H]32)cc1
 : i, -14.6%, -6.3%, -7.1%, ?, 0.6%, -3.2
COC(=O)C(C)Sc1ncnc2c1c(-c1ccccc1)cn2-c1ccc(F)cc1 (centres undefined)
 : ., ., ., 13.2%, ., 28.1%, 0.9
Cc1cc(C)cc(NC(=O)CSc2nnc(COc3ccccc3Cl)o2)c1
 : ., ., ., 1.5%, ., -6.3%, 0.7
CCOC(=O)[C@H]1C[C@]2(CCCCN(CCOC)C2=O)N(C(=O)CCc2ccccc2)[C@H]1c1ccco1
 : ., ?, ., ., ?, ., 4.2
CNC(=O)c1cc(-c2cccc(OC)c2)nc2c1cnn2C
 : ., ?, ., ., ?, ., 0.2
Cc1noc(-c2ccc3c(c2)OCO3)c1C(=O)NCCSCc1ccco1
 : i, ?, -6.7%, 11.8%, -29.8%, -4.5%, -10.8
CCN(CC)c1ncccc1CNC(=O)Nc1cccc(OC)c1
 : 2.6%, -22.3%, -14.9%, -4.1%, -21.9%, 16.2%, 30.9
COc1ccc(-n2nc(C3CCN(CCC(C)C)CC3)[nH]c2=O)cc1
 : i, -18.8%, 3.5%, -10.4%, -21.9%, 30.2%, -3.2
Cc1ccc(NC(=O)COc2ccc(-c3nnc4n3CCCC4)cc2)cc1C
 : i, -8.2%, -14.0%, 8.5%, -14.1%, 34.3%[activator], -6.6
Cc1noc2c(NC3CCC(O)CC3)cc(-c3cccnc3)nc12 (centres undefined)
 : -32.8%[88.5 µM], -17.6%[172 µM], -19.6%[172 µM], 6.1%[87.6 µM], 25.1µM*, 28.2%[87.6 µM], -14.2
CCOc1ccc(Nc2ncnc3scc(-c4ccc(OC)cc4)c23)cc1
 : ., ., ., 10.6%, ., 0.4%, 5.7
Cc1ccc(C(=O)Nc2nnc(S(=O)(=O)N3CCc4ccccc43)s2)cc1
 : ., ., ., -11.4%, ., -7.5%, 6.2
COc1ccccc1-c1nc(C(=O)NC(C)C)n2ccncc12
 : i, ?, -3.6%[172 µM], -1.2%[87.6 µM], ?, -12.3%[87.6 µM], 8.3
Cc1nn(-c2ccccc2)c2c1C(C(C)C)N(C1CCN(C(=O)c3ccc(Cl)cc3)CC1)C2=O (centres undefined)
 : ., 25.1µM*, ., ., ?, ., 9.1
COc1cccc(CN2C[C@@H](CO)[C@H](NC(=O)c3ccccc3)C2)c1
 : i, 35.5µM*, -5.3%, -12.8%, ?, 5.9%, -0.9
Cn1ncc2c(N)nc(NC3CC(c4cc(=O)[nH]c(C5CC5)n4)C3)nc21 (centres undefined)
 : ?, 0.4%, -7.4%, -1.9%, ?, -4.1%, 8.2
Cc1ccc(Cn2c(=O)c3cccnc3n(CC(=O)Nc3cc(Cl)ccc3C)c2=O)cc1
 : ., ., ., -2.6%, ., 102.1%[activator], 11.2
CC[C@H]1CN(C(=O)c2ccnc(Cl)c2)CC[C@H]1CC(=O)O
 : 2.1%[88.5 µM], 2.0%[172 µM], -0.7%[172 µM], 8.1%[87.6 µM], -6.4%[174 µM], ?, 12.3
O=C(c1ccc(N2CCCC2)nc1)N1CCC(N2CCOCC2)CC1
 : -21.3%, 0.1%, -5.1%, -13.5%, i, -17.9%, 1.2
CN1Cc2ccc(C(=O)Nc3ccc4cn[nH]c4c3)cc2OCC1=O
 : 4.1%[88.5 µM], -23.3%[172 µM], 31.6µM*, 4.3%[87.6 µM], ?, 79.2%[activator][87.6 µM], -8.4

Screening results: PubChem BioAssay, National Center for Advancing Translational Sciences (NCATS)
